TRPC6 activator – activates the mouse TRPC6 cation channel | HEK293-TRPC6 membrane potential dye fluorescence; stronger effect = higher value | B-score at 10 µM | 310,000 compounds, 0.13% hits | AID 2550;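 active means B-score of the integrated fluorescence ratio above library mean plus 3 SD, and starting fluorescence ratio within library mean plus 5 SD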;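 further: higher score means more depolarization so channel activation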
ANO1 block – mouse TMEM16A channel inhibition, primary screen. HEK293 TMEM16A/YFP iodide influx fluorescence, ionomycin. normalized B-score (activity score, 25-100; higher = stronger inhibition) at 10 µM. 310,000 compounds, 1.2% hits;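 active means ratio plate-corrected score three or more library SD toward inhibition, starting fluorescence score within five deviations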;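 further: score derived from kinetic fluorescence span divided by baseline fluorescence per well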
MrgX1 agonist – human MrgX1 receptor agonism, primary screen | MrgX1-HEK293 cells, Fluo-4 calcium fluorescence, agonist mode; stronger effect = higher value | B-score at 10 µM | 310,000 compounds, 0.44% hits | AID 588627;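 active means calcium response B-score plate-corrected fluorescence ratio at least 3 library SD, with starting fluorescence B-score inside 5 SD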
Target sequence (Q96LB2 whole entry, looked up): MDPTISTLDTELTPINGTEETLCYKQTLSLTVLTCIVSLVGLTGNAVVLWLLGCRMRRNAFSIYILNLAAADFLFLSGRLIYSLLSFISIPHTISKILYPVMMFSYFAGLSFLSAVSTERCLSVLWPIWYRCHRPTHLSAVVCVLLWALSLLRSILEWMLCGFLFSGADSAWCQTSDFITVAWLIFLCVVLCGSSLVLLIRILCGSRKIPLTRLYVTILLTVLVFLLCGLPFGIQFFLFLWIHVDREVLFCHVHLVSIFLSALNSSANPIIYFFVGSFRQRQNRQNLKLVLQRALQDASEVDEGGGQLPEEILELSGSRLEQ
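Material – MrgX1-expressing HEK293 cells · Input – 15,000 cells seeded per well · Dosing – compound as first of three additions · Times – overnight seeding, then 1 h dark dye loading · Measured by – kinetic Fluo-4 NW fluorescence of intracellular calcium · Read-out – B-scored fluorescence response ratio · Benchmarks – positive and negative control wells on each plate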
MrgX1 allo act – allosterically activates human MrgX1 receptor signaling; Q96LB2; MrgX1-HEK293, Fluo-4 calcium flux, FDSS; stronger effect = higher value; B-score at 10 µM; 310,000 compounds, 0.63% hits; AID 588675;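 active means plate-corrected calcium response at least 3 library SD above typical, normal starting fluorescence, not activating the receptor alone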;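 further: compound read alongside a low EC10 to EC30 dose of BAM8-22 agonist; peak minus trough fluorescence over baseline measured at the second addition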
TRPC6 inh – mouse TRPC6 channel inhibition | 310,000 compounds, 1.1% hits | B-score at 10 µM | HEK293-TRPC6, membrane potential dye, ACh-evoked depolarization; stronger effect = lower value;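 active means B-score under library mean minus 3 SD, initial fluorescence not abnormally high, positive integrated signal ratio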;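 further: B-score derived from integrated fluorescence ratio over the kinetic read; more negative B-score means stronger inhibition of depolarization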
TMEM16A act – mouse TMEM16A channel activation, primary screen | HEK293 TMEM16A/YFP-H148Q/I152L, iodide quench fluorescence; stronger effect = lower value | B-score at 10 µM | 340,000 compounds, 0.3% hits | AID 623877;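 active means fluorescence-ratio B-score plate-corrected deviation score at least 3 library SD below zero, with starting fluorescence score within 5 deviations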;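 further: channel opened by trigger with iodide after compound preincubation; score built on the fluorescence ratio of max minus min over baseline; more negative score means more quench and so TMEM16A activation or potentiation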
SKKanGAS inh – blocks kanamycin growth of S. pyogenes SKKanGAS strain; inhibition, % at 7.5 µM; BacTiter-Glo, 6 h; 300,000 compounds, 1.3% hits;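 active means mean replicate score, as percent of positive control median, at least 50; inconclusive means mean below 50 but one replicate at or above 50; inactive means mean and every replicate below 50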;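 further: strain carries kanamycin resistance gene driven by streptokinase promoter and grows in 40 µg/ml kanamycin; loss of luminescence reflects streptokinase promoter inhibition or plain growth inhibition; 0% = median of DMSO wells and 100% = positive control at its reference dose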
HDAC3 inh – blocks human histone deacetylase 3; O15379; recombinant HDAC3, fluorogenic peptide/trypsin coupled, fluorescence; inhibition, % at 8.3 µM; 320,000 compounds, 0.15% hits; in the data active means inhibition above about 26%, passing the limit was not always enough; inconclusive means no clear call, values can overlap the other calls
Target sequence (O15379 whole entry, looked up): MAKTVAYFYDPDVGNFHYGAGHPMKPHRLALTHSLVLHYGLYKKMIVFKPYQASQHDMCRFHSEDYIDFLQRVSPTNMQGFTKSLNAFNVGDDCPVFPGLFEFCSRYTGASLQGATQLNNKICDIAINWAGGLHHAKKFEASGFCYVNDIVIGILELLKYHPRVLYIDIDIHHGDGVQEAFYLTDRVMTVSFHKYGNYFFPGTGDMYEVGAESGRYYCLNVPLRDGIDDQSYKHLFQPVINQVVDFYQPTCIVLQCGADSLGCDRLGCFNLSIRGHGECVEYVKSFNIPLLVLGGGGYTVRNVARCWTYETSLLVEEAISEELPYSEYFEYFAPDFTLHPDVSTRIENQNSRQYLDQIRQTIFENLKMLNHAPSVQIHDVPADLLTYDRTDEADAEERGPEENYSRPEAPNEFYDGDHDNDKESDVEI
MrgX1 antag – antagonists of human MrgX1 receptor; Q96LB2; MRGX1-HEK293 calcium flux, Fluo-4, BAM8-22 antagonism; stronger effect = lower value; B-score at 10 µM; 310,000 compounds, 1.3% hits; AID 588676;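 active means calcium-response B-score plate-corrected more than 3 library SD below zero, starting fluorescence within 5 deviations, no agonist response on first addition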;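 further: peak minus trough fluorescence over baseline after final BAM8-22 challenge near maximal dose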
RGS4 inh – inhibitors of human RGS4 | P49798 | HEK293 M3R/RGS4 inducible, Fluo-4 calcium flux; stronger effect = higher value; triggered by carbachol at its EC20 | B-score at 10 µM | 310,000 compounds, 0.45% hits | AID 463165;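 active means B-score, a plate-corrected calcium signal, over three deviations above library mean, with baseline fluorescence within five deviations of library mean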;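 further: RGS4 expression induced by doxycycline in cells with stable M3 receptor; B-score is computed from the integrated fluorescence ratio over baseline after carbachol; higher B-score means a larger calcium signal and so more RGS4 inhibition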
Target sequence (P49798 whole entry, looked up): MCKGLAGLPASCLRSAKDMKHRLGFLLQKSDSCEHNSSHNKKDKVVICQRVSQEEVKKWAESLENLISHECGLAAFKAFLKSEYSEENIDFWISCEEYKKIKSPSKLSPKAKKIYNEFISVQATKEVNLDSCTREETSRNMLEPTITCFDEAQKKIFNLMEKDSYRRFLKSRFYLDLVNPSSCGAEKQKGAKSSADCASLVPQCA
RGS4 pot – RGS4 potentiation or activation; B-score at 10 µM; 310,000 compounds, 0.92% hits; HEK293 M3R/inducible RGS4, carbachol calcium flux Fluo4; stronger effect = lower value;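 active means B-score of the integrated calcium signal more than 4 SD below the library mean, with starting fluorescence not abnormally high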;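 further: negative B-score means reduced calcium response which marks RGS4 activation or potentiation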
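test system = HEK293 cells with stable M3R and inducible RGS4 | schedule = recording 10 s baseline at 1 Hz, 100 s post-agonist | technique = Fluo4-AM (2 µM) calcium-flux fluorescence, kinetic read | measure = Agonist-evoked peak-minus-minimum fluorescence over baseline, integrated ratio, B score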
Starred values were filed as active, the others as inactive; i = inactive; ? = inconclusive; / = not tested or not shown.

SMILES | TRPC6 activator | ANO1 block | MrgX1 agonist | MrgX1 allo act | TRPC6 inh | TMEM16A act | SKKanGAS inh | HDAC3 inh | MrgX1 antag | RGS4 inh | RGS4 pot
COc1cc2c(cc1OC)CN(c1nc(CN3CCCC3)nc3sc(C)c(C)c13)CC2 | i | i | i | i | i | i | -7 | / | i | i | i
COc1cccc(NC(=O)CSc2nnc(CNC(=O)c3ccccc3)n2C)c1 | i | i | i | i | i | i | -5 | 0 | i | i | i
Cc1cccc(-c2cc3nc(-c4ccccc4)cc(=O)n3[nH]2)c1 | i | i | i | i | i | i | 16 | -10 | i | i | i
O=C(NCCCCCNC(=O)c1ccco1)c1ccco1 | i | i | i | i | i | i | 8 | 6 | i | i | i
Cn1c(=O)c2sc3c(c2n(CC(=O)Nc2ccccc2)c1=O)COC(C)(C)C3 | i | i | i | i | i | i | -6 | -6 | i | i | i
CCOc1ccc2c(c1)nc(C)n2C | i | i | i | i | i | i | 0 | / | i | i | i
COc1cc(S(=O)(=O)N2CCOCC2)ccc1NC(=O)COC(=O)COc1ccccc1 | i | i | i | i | i | i | -1 | 1 | i | i | i
COc1ccc(CCNC2CCC(c3ccccc3)CC2)cc1 (stereo unspecified) | i | i | i | i | i | i | 1 | 3 | i | i | i
O=C(Nc1ccccc1)Nc1ccc2nnsc2c1 | i | 100* | i | i | i | i | 3 | 2 | i | i | i
Cc1ccc2nc(N(CCN(C)C)C(=O)c3cc(Cl)sc3Cl)sc2c1 | i | i | i | i | i | i | 0 | 6 | i | i | i
Cc1ccnc(NC(=O)c2ccccc2NC(=O)C(C)(C)C)c1 | i | i | i | i | i | i | -2 | 0 | i | i | i
O=C(N1CCCC1)C12CCC3CC(CC(C3)C1)C2 | i | i | i | i | i | i | 25 | 4 | i | i | i
COc1ccccc1-n1nc(C(=O)NCc2ccco2)c2ccccc2c1=O | / | i | i | i | / | i | / | 0 | i | / | /
CC(=O)O[C@]1(C(C)=O)CC[C@H]2[C@@H]3C=CC4=CC(=O)C=C[C@]4(C)[C@H]3CC[C@@]21C | i | i | i | i | i | i | 2 | -5 | i | i | i
CS(=O)(=O)c1ccc2nc(NC(=O)c3ccc(N4CCCC4=O)cc3)sc2c1 | i | i | i | i | i | i | -5 | -2 | i | i | i
CCC1(O)CC(C(=O)OC)=NN1C(=O)c1ccccc1 (stereo unspecified) | i | i | i | i | i | i | -10 | ? | i | i | i
COc1cc(/C=C(\C#N)C(=O)Nc2ccccn2)ccc1O | i | i | i | i | i | i | -1 | 9 | i | i | i
CN(c1ccc(OCC(=O)Nc2ccc3[nH]c(=O)[nH]c3c2)cc1)S(=O)(=O)c1ccc(Cl)cc1 | i | i | i | i | i | i | 8 | -12 | i | i | i
COC(=O)Nc1c(C)n(C)n(-c2ccccc2)c1=O | i | i | i | i | i | i | -3 | -5 | i | i | i
CC1CCc2cc(F)ccc2N1S(=O)(=O)c1ccc(Cl)nc1 (stereo unspecified) | i | i | i | i | i | i | -2 | 0 | i | i | i
COc1ccc(/C=C/C(=O)NC(CCSC)C(=O)O)cc1 (stereo unspecified) | i | i | i | i | i | i | 1 | 4 | i | i | i
COc1ccc(CC(=O)N[C@@H](CCSC)c2nc3ccccc3[nH]2)cc1 | i | i | i | i | i | i | 6 | -8 | i | i | i
CCOC(=O)C1(Cc2cccc(F)c2)CCN(Cc2c(C)nn(CC)c2C)CC1 | i | i | i | i | i | i | -4 | -3 | i | i | i
CCSc1nc(-c2ccc(OC)cc2)ccc1C#N | i | i | i | i | i | i | -1 | -2 | i | i | i
O=C(O)CSc1nnc(CNc2ccc(F)cc2)n1-c1ccccc1 | i | i | i | i | i | i | 2 | -7 | i | i | i
O=C(CN1CCN(c2cccc(C(F)(F)F)c2)CC1)NCc1ccccc1 | i | i | i | i | i | i | -2 | 8 | i | i | i
CC(NC(=O)C12CC3(C)CC(C)(CC(C)(C3)C1)C2)C(=O)O (stereo unspecified) | i | i | i | i | i | i | 5 | -2 | i | i | i
NS(=O)(=O)c1ccc(Nc2nc(-c3cccc([N+](=O)[O-])c3)cs2)cc1 | i | i | i | i | i | i | -15 | 0 | i | i | i
NCCN1C(=O)S/C(=C\c2ccc3c(c2)OCO3)C1=O | i | i | i | i | -5.4* | i | 11 | / | i | i | i
C=CCOc1ccc(CN(C)C(=O)CN2C(=O)c3ccccc3C2=O)cc1 | i | i | i | i | i | i | -5 | -2 | i | i | i
CN1CCN(NS(=O)(=O)c2cccs2)CC1 | i | i | i | i | i | i | -4 | -12 | i | i | i
O=C(O)c1ccc(-c2sc(Nc3ccccc3)n[n+]2-c2ccc(F)cc2)cc1 | i | i | i | i | i | i | -1 | -6 | i | i | i
COc1cc(/C=N/n2c(-c3ccccc3)n[nH]c2=S)cc(OC)c1OC | i | i | i | i | i | i | 2 | 4 | i | i | i
COc1cc(OC)c(C(=O)OCN2C(=O)c3ccccc3C2=O)cc1OC | i | i | i | i | i | i | 0 | 1 | i | i | i
Cc1cc(NS(=O)(=O)c2ccc(NC(=O)Cc3ccc([N+](=O)[O-])cc3)cc2)no1 | i | i | i | i | i | i | -5 | 3 | i | i | i
CCOC(=O)NNC1CC(=O)N(c2ccccc2)C1=O (stereo unspecified) | i | i | i | i | i | i | -8 | -1 | i | i | i
O=C(O)CCCn1cc(NC(=O)c2ccc(F)cc2)cn1 | i | i | i | i | i | i | 0 | -7 | i | i | i
Cc1ccc(OCCC(=O)OCC(=O)Nc2ccc(C)cc2Cl)cc1 | i | i | i | i | i | i | -14 | -4 | i | i | i
COc1cc2c(cc1OC)-c1nnc(-c3cccs3)n1C(C)(C)C2 | i | i | i | i | i | i | -8 | -6 | i | i | i
O=C(Nc1c(F)cccc1F)C1CCN(C(=O)c2cccs2)CC1 | i | i | i | i | i | i | 2 | -1 | i | i | i
Cc1ccc(NC(=O)c2cc(=O)[nH]c3ccccc23)cc1C | i | i | i | i | i | i | -3 | -2 | i | i | i
CC(C)n1cnnc1SCC(=O)NNC(=O)COc1ccc(Cl)cc1 | i | i | i | i | i | i | 2 | -2 | i | i | i
COc1ccccc1N1CCN(c2nc(C)nc3c2oc2ccccc23)CC1 | i | i | i | i | i | i | ? | 5 | i | i | i
C#CCn1c(=NC(=O)c2sc3ccccc3c2Cl)sc2cc(S(N)(=O)=O)ccc21 | i | i | i | i | i | i | 19 | 1 | i | i | i
Cn1c(C(=O)NC2CCCCC2)cc2sccc21 | i | i | i | i | i | i | 3 | -3 | i | i | i
O=C(NCc1ccc2c(c1)OCO2)c1nn(-c2ccccc2)c(=O)c2ccccc12 | i | i | i | i | i | i | 2 | 6 | i | i | i
CC(C)N1CC(C(=O)Nc2ccc(S(=O)(=O)N3CCCCC3)cc2)CC1=O (stereo unspecified) | i | i | i | i | i | i | 2 | 7 | i | i | i
O=C(Nc1ccc(S(=O)(=O)Nc2nccs2)cc1)c1ccc(N2C(=O)c3ccccc3C2=O)cc1 | i | i | i | i | i | i | 6 | -4 | i | i | i
O=C(/C=C/c1ccco1)Nc1ccccc1C(=O)Nc1cccc(C(=O)O)c1 | i | i | i | i | i | i | 1 | / | i | i | i
O=C(O)/C=C/c1cn(-c2ccccc2)nc1-c1ccccc1 | i | i | i | i | i | i | 0 | 5 | i | i | i
COc1ccc(-c2[nH]nc3oc(=O)c(CCO)c(C)c23)cc1 | i | i | i | i | i | i | 7 | 4 | i | i | i
O=C(Cc1ccccc1)Nc1nc(-c2cccs2)cs1 | i | i | i | i | i | i | 28 | 11 | i | i | i
CCc1nnc(/N=C/c2c(O)n(-c3ccc(Cl)cn3)c(=O)c3ccccc23)s1 | i | i | i | i | i | i | 2 | 0 | i | i | i
O=C(N/N=C/c1ccc(OC(=O)c2ccco2)cc1)c1ccccn1 | i | i | i | i | i | i | 9 | 20 | i | i | i
COc1ccccc1/C=C(/CC(=O)NCc1ccc2c(c1)OCO2)c1nc2ccccc2s1 | i | i | i | i | i | i | 11 | ? | i | i | i
CCC1=[N+](C)c2cccc3cccc(c23)N1C | i | i | i | i | -6* | i | -3 | 5 | i | i | i
c1ccc2sc(NC3=NCN(CCN4CCOCC4)CN3)nc2c1 | i | i | i | i | i | i | 8 | 5 | i | i | i
Cc1noc(/C=C/c2ccco2)c1S(=O)(=O)N1CCC(C(=O)N2c3ccccc3CC2C)CC1 (stereo unspecified) | i | i | i | i | i | i | 8 | 5 | i | i | i
CC(C)CCn1c(CN2CCN(C(=O)c3ccco3)CC2)nc2c1c(=O)n(C)c(=O)n2C | i | i | i | i | i | i | 2 | 3 | i | i | i
COc1ccc(Cl)cc1C(=O)Nc1nc(C)cc(C)n1 | i | i | i | i | i | i | -4 | -1 | i | i | i
CN1CCN(C(=O)CCN2C(=O)/C(=C\c3ccccc3F)SC2=S)CC1 | i | i | i | i | i | i | 0 | -2 | i | i | i
Cn1cc(C(=O)c2ccc(Cl)cc2Cl)cc1C(=O)N/N=C(\N)COc1ccc(Cl)cc1 | i | i | i | i | i | i | 25 | 7 | i | i | i
Cc1nn(-c2cc(C)c3ccccc3n2)c2c1C1C(C2)C1(C)C (stereo unspecified) | i | i | i | i | i | i | 18 | / | i | i | i

Shown as labelled records: part of the list above.
CCc1nnc(/N=C/c2c(O)n(-c3ccc(Cl)cn3)c(=O)c3ccccc23)s1
  TRPC6 activator = i
  ANO1 block = i
  MrgX1 agonist = i
  MrgX1 allo act = i
  TRPC6 inh = i
  TMEM16A act = i
  SKKanGAS inh = 2
  HDAC3 inh = 0
  MrgX1 antag = i
  RGS4 inh = i
  RGS4 pot = i
O=C(NCCCCCNC(=O)c1ccco1)c1ccco1
  TRPC6 activator = i
  ANO1 block = i
  MrgX1 agonist = i
  MrgX1 allo act = i
  TRPC6 inh = i
  TMEM16A act = i
  SKKanGAS inh = 8
  HDAC3 inh = 6
  MrgX1 antag = i
  RGS4 inh = i
  RGS4 pot = i
Cc1ccc(NC(=O)c2cc(=O)[nH]c3ccccc23)cc1C
  TRPC6 activator = i
  ANO1 block = i
  MrgX1 agonist = i
  MrgX1 allo act = i
  TRPC6 inh = i
  TMEM16A act = i
  SKKanGAS inh = -3
  HDAC3 inh = -2
  MrgX1 antag = i
  RGS4 inh = i
  RGS4 pot = i

Screening results deposited in PubChem by several laboratories.
